# phage Ecoli inh = E. coli growth loss with phage present. growth absorbance. inhibition, % at 11.9 µM. 360,000 tested, 0.26% active; in the data active = inhibition above about 11%
# OPRM1-OPRD1 inv = inverse agonist of human OPRM1-OPRD1 heterodimerization; cell-based MOR-DOR heterodimer luminescence, inverse agonism; inhibition, % at 9.3 µM; 340,000 tested, 0.21% active; in the data active = inhibition above about 22%, passing the limit was not always enough;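 note: 0% = cells with DMSO and 100% = wells without cells with DMSO; values of inactives mirror those of a sister screen read the other way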
# Target sequence (P35372 whole entry, looked up): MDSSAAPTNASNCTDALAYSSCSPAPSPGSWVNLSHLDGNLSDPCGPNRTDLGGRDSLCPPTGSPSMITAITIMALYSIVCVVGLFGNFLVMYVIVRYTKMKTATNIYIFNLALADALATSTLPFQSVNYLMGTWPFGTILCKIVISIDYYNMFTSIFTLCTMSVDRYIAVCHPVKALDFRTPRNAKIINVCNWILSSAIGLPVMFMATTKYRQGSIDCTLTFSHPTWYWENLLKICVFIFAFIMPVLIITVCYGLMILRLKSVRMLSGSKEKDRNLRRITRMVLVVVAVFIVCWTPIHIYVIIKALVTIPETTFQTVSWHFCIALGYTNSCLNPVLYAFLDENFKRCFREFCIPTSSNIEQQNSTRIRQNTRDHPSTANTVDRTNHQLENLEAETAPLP
# Target sequence (P41143 whole entry, looked up): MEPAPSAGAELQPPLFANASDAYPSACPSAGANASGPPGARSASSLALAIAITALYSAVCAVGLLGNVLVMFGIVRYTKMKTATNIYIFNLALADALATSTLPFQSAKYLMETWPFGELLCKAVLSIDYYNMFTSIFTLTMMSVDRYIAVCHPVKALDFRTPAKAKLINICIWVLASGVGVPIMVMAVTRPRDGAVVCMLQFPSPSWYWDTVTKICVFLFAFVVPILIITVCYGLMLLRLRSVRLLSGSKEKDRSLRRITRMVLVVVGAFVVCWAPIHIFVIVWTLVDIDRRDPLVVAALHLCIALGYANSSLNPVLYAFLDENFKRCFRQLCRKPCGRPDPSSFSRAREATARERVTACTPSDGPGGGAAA
# OPRM1-OPRD1 ag = agonists of human mu-delta opioid receptor heterodimerization; cells, OPRM1-OPRD1 heterodimerization, luminescence; activation, % at 9.3 µM; 340,000 tested, 0.3% active; AID 504326; in the data active = activation above about 18%;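 note: 0% = vehicle-treated cells and 100% = reference agonist; values of inactives mirror those of a sister screen read the other way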
# PKA-R1A act = activators of PKA-R1A complex; P00514+P68181; PKA-R1A dissociation, Cy5-IP20 fluorescence polarization; scaled: DMSO 0%, 113 µM cGMP 100%; activation, % at 11.4 µM; 340,000 tested, 0.083% active; AID 504707;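 active = percent activation above the mean of all tested compounds plus 3 SD, cut at about 19% in these data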;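 note: higher means more PKAc released from R1A so a rise in polarization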
# E coli growth = bacterial growth inhibition, counter-screen for AddAB inhibitors. E. coli V3065 growth, OD600 absorbance, 18 h. inhibition, % at 11.9 µM. 330,000 tested, 0.27% active;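 active = inhibition above the campaign's mean inhibition across all tested compounds plus 3 SD, cut at about 9.9% in these data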;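 note: uninfected addAB+ strain grown without phage in ampicillin broth; 0% = DMSO wells and 100% = ciprofloxacin 0.95 µg/ml wells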
# Mot1-301 SUMO = blocks SUMOylation pathway, rescuing yeast Mot1-301 growth. S. cerevisiae Mot1-301 growth rescue, ATP luminescence, 38.5C; percent above DMSO median, 100 means doubled. 320,000 tested, 1% active. growth rescue, % at 18.8 µM;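 active = every valid replicate shows activation above 250% relative to neutral control wells; inactive = the rest, any valid replicate at or below 250%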;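 note: OY570 slx delta 5 strain wells were the positive control but not used for scaling; some compounds called inactive have numbers as strong as hits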
# AddAB inh = less growth of phage-infected E. coli with AddAB | E. coli expressing H. pylori AddAB, absorbance growth | inhibition, % at 11.9 µM | 330,000 tested, 0.29% active | AID 435030; in the data active = inhibition above about 12%;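 note: 0% = vehicle wells of infected cells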
# PKA-R2B activ = PKA-R2B complex activation; P22694+P31323; 340,000 tested, 0.079% active; PKA-R2B holoenzyme dissociation, Cy5-IP20 fluorescence polarization; R2B truncated from residue 108, S112A mutant; 0% DMSO only, 100% 113 µM cGMP; activation, % at 11.4 µM;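 active = activation above a cutoff set at the mean over all compounds plus 3 SD, cut at about 18% in these data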;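 note: higher means more holoenzyme dissociation and a rise in polarization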
# Tat export inh = blocks Tat-dependent protein export in E. coli | E. coli MC4100 TorA-mCherry Tat export, fluorescence | inhibition, % at 10 µM | 340,000 tested, 0.036% active | AID 488895;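 active = mean replicate inhibition at least 50% and at least half of replicates individually reaching 50%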;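 note: exported cargo escapes ClpAP degradation while cytoplasmic cargo is degraded and loses fluorescence; 0% = median of neutral control wells and 100% = median of NaSCN control wells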
# HTR5A inv ag = counter-screen for OPRM1-OPRD1 inverse agonists: human HTR5A inverse agonism; inhibition, % at 9.3 µM; HTR5A cell line, luminescence; 340,000 tested, 0.083% active; P47898; in the data active = inhibition mostly above about 23%, no sharp cut-off; inactive = mostly below about 18%;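 note: 0% = cells with DMSO and 100% = no-cell wells with DMSO; some compounds called inactive have numbers as strong as hits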
# PfHsp90 set2 = growth inhibition of yeast expressing Plasmodium Hsp90; S. cerevisiae expressing PfHsp90, BacTiter-Glo ATP, 48 h; yeast lacking PDR1 and PDR3 efflux regulators; inhibition, % at 9.4 µM; 310,000 tested, 0.32% active; AID 504621;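 active = every replicate shows inhibition above about 80%, whatever the replicate mean, limit read from the data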;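 note: 0% = DMSO neutral controls and 100% = 20 µM radicicol positive controls; yeast relying on Plasmodium falciparum Hsp90 in place of its own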
# * marks the source's active call; other numbers are inactive results; . = no result given; & = joins results of further samples.
nr	Structure	phage Ecoli inh	OPRM1-OPRD1 inv	OPRM1-OPRD1 ag	PKA-R1A act	E coli growth	Mot1-301 SUMO
1	CC(=O)Nc1c(O)nc(SCC(=O)Nc2nnc(SCc3ccccc3)s2)[nH]c1=O	3.1	13.8	-2.7	-11.0	-1.1	-7.2
2	CCCn1c(-c2ccc(F)cc2)cnc1SCC(=O)O	0.2	8.2	-1.4	-1.8	-2.6	.
3	O=C(NCCC1CCCCN1S(=O)(=O)c1ccc(F)cc1)C(=O)NCc1cccnc1 (stereo not drawn)	0.5	7.1	-1.3	2.8	-0.1	2.4
4	Cc1ccc([N+](=O)[O-])cc1S(=O)(=O)Nc1ccc(C(=O)NCC2CCCO2)cc1 (stereo not drawn)	0.7	5.1	-1.4	-4.0	1.2	-5.7
5	Cc1cccc(Nc2c([N+](=O)[O-])cc(C(=O)N3CC(=O)Nc4ccccc43)cc2[N+](=O)[O-])c1	2.3	-23.0	4.2	1.4	0.8	.
6	Cc1onc(-c2ccccc2)c1C(=O)Nc1ccc(S(=O)(=O)N2CCOCC2)cc1	0.6	-4.3	0.5	3.0	0.4	-6.8
7	CCOc1ccc(C(=O)OCC(=O)c2c(N)n(C)c(=O)n(C)c2=O)cc1OCC	2.3	-8.0	1.3	-7.2	1.9	6.4
8	COc1ccc(C2CC(=O)c3cnc(NC(=O)c4ccccc4OC)nc3C2)c(OC)c1 (stereo not drawn)	2.1	3.9	-0.7	-7.0	0.7	56.6

nr	AddAB inh	PKA-R2B activ	Tat export inh	HTR5A inv ag	PfHsp90 set2
1	-0.1	-0.4	0.5	3.5	-14.2
2	-1.8	-4.6	-3.0	5.4	11.7
3	2.2	-11.5	15.1	5.7	-17.9
4	1.8	-5.4	4.3	-1.9	4.8
5	1.0	0.3	-2.9	-10.2	7.7
6	-0.5	-1.1	5.6	-14.1	12.9
7	0.2	1.3	0.4	-15.0	-10.5
8	3.4	-10.8	2.8	8.3	14.5

# Arranged by formula weight (highest first): six of the compounds above.
nr	Structure	phage Ecoli inh	OPRM1-OPRD1 inv	OPRM1-OPRD1 ag	PKA-R1A act	E coli growth	Mot1-301 SUMO
1	CC(=O)Nc1c(O)nc(SCC(=O)Nc2nnc(SCc3ccccc3)s2)[nH]c1=O	3.1	13.8	-2.7	-11.0	-1.1	-7.2
3	O=C(NCCC1CCCCN1S(=O)(=O)c1ccc(F)cc1)C(=O)NCc1cccnc1 (stereo not drawn)	0.5	7.1	-1.3	2.8	-0.1	2.4
8	COc1ccc(C2CC(=O)c3cnc(NC(=O)c4ccccc4OC)nc3C2)c(OC)c1 (stereo not drawn)	2.1	3.9	-0.7	-7.0	0.7	56.6
4	Cc1ccc([N+](=O)[O-])cc1S(=O)(=O)Nc1ccc(C(=O)NCC2CCCO2)cc1 (stereo not drawn)	0.7	5.1	-1.4	-4.0	1.2	-5.7
7	CCOc1ccc(C(=O)OCC(=O)c2c(N)n(C)c(=O)n(C)c2=O)cc1OCC	2.3	-8.0	1.3	-7.2	1.9	6.4
2	CCCn1c(-c2ccc(F)cc2)cnc1SCC(=O)O	0.2	8.2	-1.4	-1.8	-2.6	.

nr	AddAB inh	PKA-R2B activ	Tat export inh	HTR5A inv ag	PfHsp90 set2
1	-0.1	-0.4	0.5	3.5	-14.2
3	2.2	-11.5	15.1	5.7	-17.9
8	3.4	-10.8	2.8	8.3	14.5
4	1.8	-5.4	4.3	-1.9	4.8
7	0.2	1.3	0.4	-15.0	-10.5
2	-1.8	-4.6	-3.0	5.4	11.7

# (further entries)
nr	Structure	phage Ecoli inh	OPRM1-OPRD1 inv	OPRM1-OPRD1 ag	PKA-R1A act	E coli growth	Mot1-301 SUMO
9	COc1ccccc1C(=O)NCC(=O)OC(C)C(=O)NC1CCCCC1C (stereo not drawn)	-0.1	8.3	-2.0	-11.0	-1.4	-14.5
10	N#CCCn1c(C2CCCCC2)nc2ccccc21	2.1	15.7	-2.8	-0.9	1.6	.
11	COC(=O)c1cc(C(=O)Nc2ccc(S(N)(=O)=O)cc2)cc([N+](=O)[O-])c1	1.4	-14.3	3.0	-0.5	-1.4	3.9
12	COc1ccc(/C=C(\NC(=O)c2ccc(OC)c(OC)c2)C(=O)N2CCN(C)CC2)cc1	-1.2	5.1	-1.0	-2.3	1.9	-18.8
13	COc1cc(NC(=O)c2cccs2)c(C(=O)OCC(=O)NC(C)c2ccccc2)cc1OC (stereo not drawn)	1.2	12.7	-2.0	-8.5	-1.1	-7.7
14	Nc1nc(-c2nc3ccccc3[nH]2)cs1	4.3	13.2	-2.2	0.6	0.3	16.0
15	O=C(Nc1ccccc1N1CCOCC1)c1cccnc1	1.8	9.8	-2.1	-1.5	0.2	-23.9
16	Cn1c(N)c(C(=O)COc2ccc(C#N)cc2)c(=O)n(C)c1=O	2.4	12.8	-2.6	0.2	-3.9	-8.3

nr	AddAB inh	PKA-R2B activ	Tat export inh	HTR5A inv ag	PfHsp90 set2
9	-0.4	-1.6	5.9	4.3	-11.3
10	3.8	4.7	7.5	-12.2	-3.4
11	-0.5	-1.9	-1.1	9.7	-7.1
12	3.3	-16.8	0.6	13.8	-21.0
13	0.2	-15.3	5.2	6.1	-0.3
14	4.5	-4.5	3.6	19.2	.
15	-0.2	12.9	-4.1	-8.1	18.1
16	0.4	-11.8	-4.1	-0.2	.

# (listing goes on)
nr	Structure	phage Ecoli inh	OPRM1-OPRD1 inv	OPRM1-OPRD1 ag	PKA-R1A act	E coli growth	Mot1-301 SUMO
17	COc1ccc(C(C)NC(=O)c2ccncc2)cc1 (stereo not drawn)	1.7	0.3	-0.1	-12.6	0.0	-15.5
18	Cc1c(C)n(CCc2ccccc2)c2ncnc(NCCO)c12	3.5	11.0	-2.2	-11.0	1.5	294.5
19	CCOC(=O)c1c(C)[nH]c(C(=O)COC(=O)/C=C/c2ccc(OC(F)F)cc2)c1C	3.4	15.6	-3.1	-10.6	0.8	-2.3
20	CCOc1ccc(NC(=O)N2CCC(c3ccc(C)cc3)C2)cc1 (stereo not drawn)	4.2	-2.1	0.4	-4.6	0.7	-2.4
21	COC(=O)c1ccc(S(=O)(=O)NNC(=O)c2ccc(S(=O)(=O)N3CCCCC3)cc2)cc1	2.8	11.8	-2.0	-10.0	1.3	-19.5
22	Cc1cc(O)c(/C=N/OCc2ccc(Cl)cc2Cl)c(=O)o1	5.3	16.5	-3.5	-1.0	-0.6	-3.1
23	Cc1c(C(=O)N2CCOCC2)sc2ncnc(N3CCc4ccccc4C3)c12	0.6	10.1	-2.0	4.1	-2.9	-5.9
24	O=C(NCCCn1ccnc1)c1cc(-c2ccc3c(c2)OCO3)on1	.	6.3	-1.1	-5.1	-2.7	-4.4

nr	AddAB inh	PKA-R2B activ	Tat export inh	HTR5A inv ag	PfHsp90 set2
17	2.7	0.2	-2.3	-2.9	21.2
18	3.4	2.0	-1.8	-0.5	3.0
19	1.8	-0.9	-5.3	-3.9	-4.2
20	1.8	11.7	0.1	-13.1	-38.7
21	2.8	-8.7	-0.4	-6.4	14.7
22	1.4	-1.8	-0.9	9.2	-8.3
23	0.4	-5.8	-3.0	11.6	.
24	0.1	-5.8	-1.5	7.7	.

# Next section.
nr	Structure	phage Ecoli inh	OPRM1-OPRD1 inv	OPRM1-OPRD1 ag	PKA-R1A act	E coli growth	Mot1-301 SUMO
25	Cc1ccccc1NC(=O)CN1CCC(C(=O)c2ccc3c(c2)OCCO3)CC1	2.2	17.0	-2.7	-8.2	1.7	9.1
26	S=C(NCc1ccco1)N1CCN(C(c2ccccc2)c2ccccc2)CC1	3.0	-6.6	1.1	-5.5	-0.4	61.4
27	O=C1NNC(c2ccccc2)=N/C1=C\c1ccco1	2.9	25.7	-5.0	-5.5	-2.9	-8.7
28	COc1cn(-c2ccccc2)nc1C(=O)Nc1ccccc1	1.8	6.9	-1.3	1.6	-0.3	10.4
29	Cc1cccc(N2CCN(C(=O)c3ccc4c(c3)OCCO4)CC2C)c1 (stereo not drawn)	2.6	9.0	-1.9	-4.2	-1.3	.
30	CCN1CCN(C(=O)c2cc(-c3cccnc3)nc3ccc(Br)cc23)CC1	2.7	10.8	-2.2	-0.4	0.3	173.1
31	Nc1nc(-c2ccc(Cl)cc2Cl)cn1N	1.6	11.3	-1.9	0.4	0.7	67.4
32	Cc1cccc(C2CC(c3ccc(F)cc3)Nc3nc(N)nn32)c1 (stereo not drawn)	2.9	13.7	-2.7	-0.1	1.5	-10.7

nr	AddAB inh	PKA-R2B activ	Tat export inh	HTR5A inv ag	PfHsp90 set2
25	3.0	-7.6	2.9	-7.6	5.2
26	-0.8	6.5	-3.8	0.3	-26.4
27	-1.6	-14.1	7.8	-2.2	-17.9
28	0.6	-8.2	3.7	-5.3	2.2
29	-1.1	8.4	-2.9	3.1	24.0
30	3.5	-2.4	2.5	3.4	.
31	0.6	-9.2	-6.1	8.3	-11.8
32	4.6	4.4	5.7	11.8	-27.8

# More entries
nr	Structure	phage Ecoli inh	OPRM1-OPRD1 inv	OPRM1-OPRD1 ag	PKA-R1A act	E coli growth	Mot1-301 SUMO
33	COc1cccc(/C=N/NC(=O)c2c(-c3ccccc3)noc2C)c1O	-0.5	12.8	-2.6	0.2	-0.2	7.8
34	CC1(C)CC(Nc2ccc(Nc3ccccc3)cc2)CC(C)(C)N1	1.6	-7.6	1.5	-6.6	.	45.2
35	CN1CCN(S(=O)(=O)c2ccc(Cl)cc2)CC1	1.9&2.3	10.5&11.6	-2.4&-2.4	-10.5&4.0	0.4	21.1
36	COc1ccccc1Oc1ccc(S(=O)(=O)Nc2cccnc2)cc1	1.1	-3.2	0.6	-6.7	-0.8	2.8
37	COCCNC(=O)CCCCCN1C(=O)CCC1=O	-1.2	6.8	-1.6	-8.2	-2.2	15.6
38	Cc1ccc2cc(CCNC(=O)c3cccs3)c(=O)[nH]c2c1C	4.7	6.8	-1.1	-11.3	1.7	-0.4
39	OCC[C@H]1C[C@@H](O)[C@H](O)[C@]2(OCCCc3ccccc32)O1	4.7	3.7	-0.7	-7.5	0.4	103.5
40	COc1ccc(C(=O)CN2C(=O)NC3(CCCc4ccccc43)C2=O)c(OC)c1 (stereo not drawn)	1.6	-3.0	0.6	0.0	-1.3	0.6
41	Cc1cc(C(=O)N/N=C/c2c(C)n(C)c3ccccc23)n[nH]1	3.8	-0.3	0.0	-3.2	0.0	-2.7
42	CCN(CC)CCNc1ncnc2c1sc1nc(N3CCOCC3)c3c(c12)CC(C)(C)SC3	1.9	-3.5	0.7	-0.7	-1.4	.

nr	AddAB inh	PKA-R2B activ	Tat export inh	HTR5A inv ag	PfHsp90 set2
33	-0.4	-4.2	-0.2	-4.2	.
34	.	-3.1	4.8	-19.4	5.1
35	2.3	-3.5&3.9	-2.6&-13.6	4.3&15.9	1.3&3.1
36	0.3	2.2	3.7	-27.9	11.2
37	0.4	-6.6	-2.9	-15.6	4.7
38	5.6	-15.4	-7.2	-2.4	-17.8
39	1.4	-3.2	-4.0	-8.5	56.3
40	1.5	-8.8	-1.0	-9.1	-10.6
41	2.7	-10.1	3.3	-26.8	.
42	1.1	2.9	4.1	9.2	7.9

# Source: PubChem BioAssay
